eLon inh – inhibitors of E. coli Lon protease, primary screen, biochemical, fluorescence polarization | P0A9M0 | purified E. coli Lon protease | inhibition, % at 7.94 µM | 360,000 tested, 0.42% active; in the data active = inhibition above about 13%, passing the limit was not always enough;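 note: 0% = enzyme with probe and DMSO and 100% = no enzyme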
Rin1-Abl PPI inh – inhibitors of Rin1-Abl protein binding, primary screen, biochemical, TR-FRET; Tyrosine-protein kinase ABL1 (Homo sapiens) + Ras and Rab interactor 1 (Homo sapiens), …; 360,000 tested, 0.4% active; inhibition, % at 7.35 µM; in the data active = inhibition above about 5%, passing the limit was not always enough
SKN-1 block – suppressors of acrylamide-induced Pgst-4::GFP reporter in worms, primary screen, SKN-1 inhibitor project, whole organism, uHTS, GFP/RFP fluorescence ratio, strain VP596; C. elegans VP596 Pgst-4::GFP/RFP ratio, 24 h; inhibition, % at 21.8 µM; AID 624304, 2012; 360,000 tested, 0.49% active;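 active = interference check ratio from 0.5 to 1.5 plus GFP to RFP signal ratio inhibition reaching or exceeding a fixed threshold, cut at about 30% in these data, passing the limit was not always enough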; note: some compounds called inactive have numbers as strong as hits
bovine MsrA act – bovine MsrA enzyme activators, primary screen, biochemical, absorbance, HTS. 360,000 tested, 0.3% active. Methionine sulfoxide reductase A (Bos taurus). AID 602163, 2012. purified bovine MsrA, absorbance read-out. activation, % at 10.6 µM; in the data active = activation above about 7.5%;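 note: 0% = vehicle and 100% = reference activator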
MT1-MMP act inh – blockers of MT1-MMP proenzyme processing, primary screen, HT1080 RFP-PRO-GFP cells, GFP/RFP fluorescence | Matrix metalloproteinase-14 (Homo sapiens), P50281 | GFP/RFP ratio fluorescence, overnight; percent of plate control window, DMSO zero | GFP/RFP ratio change, % at 20 µM | 360,000 tested, 0.061% active;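 active = GFP/RFP ratio change of at least 30% with cell ATP level not reduced by more than half and red fluorescence within 50% of control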; note: strong numbers were not always called active
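Material – HT1080 RFP-PRO-GFP cells · Control set – DMSO wells and RFP-L50D-GFP cells · Incubation – overnight cell settling, then overnight compound exposure, 37 °C, 5% CO2 · Compound dosing – single-point 20 µM compound, 1% DMSO · Read-out – GFP/RFP fluorescence ratio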
NRP1-CendR mod – modulators of CendR peptide binding to NRP-1, primary screen, biochemical, fluorescence polarization, uHTS | FAM-RPARPAR peptide binding to NRP-1 | inhibition, % at 25 µM | AID 602438, 2012 | 360,000 tested, 0.85% active | Neuropilin-1 (Homo sapiens), O14786;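 active = inhibition or corrected inhibition above about 18%, plus a signal ratio from 0.5 to 1.5, limit read from the data, passing the limit was not always enough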; note: strong numbers were not always called active
Neddyl block – inhibitors of cullin neddylation, primary screen, biochemical, TR-FRET, uHTS, NAE and Ubc12. NEDD8-conjugating enzyme Ubc12 (Homo sapiens) + NEDD8-activating enzyme E1 regulatory …. calls only at 25 µM. 360,000 tested, 0.58% active. AID 651699, 2012; in the data active = inhibition above about 36%
FAS TE block – FAS thioesterase domain inhibitors, primary screen, biochemical, fluorescence intensity, uHTS. 360,000 tested, 0.67% active. recombinant FAS-TE, OMFH fluorogenic substrate, fluorescence endpoint. inhibition, % at 15 µM. Fatty acid synthase (Homo sapiens), P49327;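 active = compounds whose normalised, plate-corrected inhibition of enzyme fluorescence in the single-dose primary screen is 50% or more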;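 note: 0% = DMSO with enzyme and 100% = substrate without enzyme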
MsrA inhibitor – bovine MsrA enzyme inhibitors, primary screen, biochemical, absorbance, HTS; Methionine sulfoxide reductase A (Bos taurus); 360,000 tested, 0.75% active; purified bovine MsrA, absorbance read-out; inhibition, % at 15.5 µM; in the data active = inhibition above about 4.5%;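 note: 0% = vehicle wells with enzyme and 100% = reference inhibitor wells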
The depositor's hits bear a star; i = inactive; / = no result given; + = active, no number.

SMILES | eLon inh | Rin1-Abl PPI inh | SKN-1 block | bovine MsrA act | MT1-MMP act inh | NRP1-CendR mod | Neddyl block | FAS TE block | MsrA inhibitor
CCOc1ccc(CCNC(=O)CCNC(=O)c2ccco2)cc1OCC | 2 | 5 | 1 | -13 | 4 | -14 | i | -3 | -0.9
O=C(Cn1cnc2c(nnn2-c2ccc(F)cc2)c1=O)NCc1ccco1 | -2 | 1 | -3 | -10 | 0 | 9 | i | -6 | /
O=C1CN(C(=O)c2cccc(F)c2)C(c2ccc(F)cc2)c2cc(F)ccc2N1 (configuration not stated) | -1 | 5 | 5 | 1 | -8 | 8 | i | -7 | -0.9
CCN(CC)c1ccc(NC(=O)Cn2c(C(C)NC(=O)c3ccccc3)nc3ccccc32)cc1 (configuration not stated) | -2 | -3 | -1 | -5 | -10 | -8 | i | -22 | -0.3
COc1cc(-c2nc(C(=O)NCC3CCCO3)cc3c2[nH]c2ccccc23)cc(OC)c1OC (configuration not stated) | -8 | 4 | 14 | -2 | -10 | -6 | + | 18 | 0.2
O=C(COC(=O)c1ccccc1)NCC1COc2ccccc2O1 (configuration not stated) | -1 | -2 | -6 | -2 | 3 | -1 | i | -5 | 0.4
COc1ccc(C(c2sc3nc(C)nn3c2O)N2CCC(C(N)=O)CC2)cc1OC (configuration not stated) | -3 | 2 | -22 | 4 | -6 | -6 | i | -8 | 1.8
O=C(NCCc1ccccn1)c1cc(-c2ccc(Cl)c(Cl)c2Cl)nc2ccccc12 | 5 | 0 | 4 | -6 | -5 | -10 | i | 18 | 0.0
CCN1CCN(c2ccc(S(=O)(=O)N3CCOCC3)cc2N)CC1 | -11 | 1 | 0 | -14 | -4 | -11 | i | -9 | -1.3
CCCCN(CCCNC(=O)c1c(C)cc(=O)oc1C)c1ccccc1 | 4 | -1 | 2 | -2 | -2 | -7 | i | 51* | -0.4
COc1cc(CNc2cc(C)ccc2C)cc(OC)c1OC | -4 | 3 | -7 | -2 | 5 | 4 | i | 3 | -0.1
COC(=O)c1cc(COc2ccc3oc(C)c(C(=O)OC(C)C)c3c2)c(C)o1 | -8 | 1 | 8 | -3 | 0 | 20 | i | 12 | -0.5
O=C(COc1ccc(F)cc1)N1CCC(Cc2ccccc2)CC1 | -8 | 2 | 8 | -1 | 2 | 4 | i | 14 | /
O=C(NCCN1CCc2ccccc2C1)Nc1ccc(F)cc1 | 4 | 2 | 17 | 2 | 2 | 5 | i | -4 | 0.6
O=C(O)c1ccccc1C1Nc2ccccc2C(=O)N1CCCN1CCOCC1 (configuration not stated) | 7 | 1 | -12 | -3 | 1 | 0 | i | -7 | -0.8
CCN(CC(=O)NC(C)(C)C)C(=O)c1cccc(S(=O)(=O)N2CC3(C)CC2CC(C)(C)C3)c1 (configuration not stated) | -3 | -2 | 0 | 1 | -2 | 4 | i | -3 | 1.2
Cc1ccc(NC(=O)CCNS(=O)(=O)c2ccc3c(c2)c(=O)n(C)c(=O)n3C)cc1C | 2 | 0 | 6 | -1 | 2 | 2 | i | 1 | 0.6
CC(OC(=O)CCC(=O)c1ccc(Cl)s1)C(=O)NC1(C#N)CCCCC1 (configuration not stated) | -2 | 2 | -8 | -5 | -1 | -9 | i | 3 | 0.9
O=C(C(=O)N1CCCC1CO)N1CCCC1CO (configuration not stated) | -12 | 4 | 6 | -7 | 2 | -4 | i | -5 | 0.3
CN(C)CCOc1ccc(-c2c(-c3ccsc3)sc3ccccc23)cc1 | -5 | -3 | -5 | -3 | -3 | 8 | i | 30 | 0.8

Entries above with fluorine, in the order listed:
SMILES | eLon inh | Rin1-Abl PPI inh | SKN-1 block | bovine MsrA act | MT1-MMP act inh | NRP1-CendR mod | Neddyl block | FAS TE block | MsrA inhibitor
O=C(Cn1cnc2c(nnn2-c2ccc(F)cc2)c1=O)NCc1ccco1 | -2 | 1 | -3 | -10 | 0 | 9 | i | -6 | /
O=C1CN(C(=O)c2cccc(F)c2)C(c2ccc(F)cc2)c2cc(F)ccc2N1 (configuration not stated) | -1 | 5 | 5 | 1 | -8 | 8 | i | -7 | -0.9
O=C(COc1ccc(F)cc1)N1CCC(Cc2ccccc2)CC1 | -8 | 2 | 8 | -1 | 2 | 4 | i | 14 | /
O=C(NCCN1CCc2ccccc2C1)Nc1ccc(F)cc1 | 4 | 2 | 17 | 2 | 2 | 5 | i | -4 | 0.6

(listing goes on)
SMILES | eLon inh | Rin1-Abl PPI inh | SKN-1 block | bovine MsrA act | MT1-MMP act inh | NRP1-CendR mod | Neddyl block | FAS TE block | MsrA inhibitor
Cc1cccc(N=Cc2[nH]c3ccc(Br)c(Cl)c3c2O)c1 | -191 | 1 | 15 | -4 | -17 | -49 | i | -8 | 0.0
Nc1ccc(S(=O)(=O)NCC(=O)OCCOc2ccccc2)cc1[N+](=O)[O-] | 0 | 2 | 23 | -3 | 0 | 15 | i | 5 | -1.7
CC(C)(Cc1ccccc1)/[N+]([O-])=C\c1ccc(C(F)(F)F)cc1 | 1 | -1 | -1 | 0 | 3 | 1 | i | 5 | 0.2
COc1ccc(C)cc1NC(=O)c1ccc2c(c1)OCO2 | 4 | -3 | -10 | -3 | -2 | 17 | i | -5 | -1.2
CCN(CC)S(=O)(=O)c1cccc(-c2nnc(SCCCC(=O)c3ccccc3)o2)c1 | 4 | 1 | -2 | 2 | 3 | 0 | i | 13 | -0.2
COc1ccc(CN(C(=O)c2ccccc2OC)C2CCS(=O)(=O)C2)cc1 (configuration not stated) | 3 | 2 | 8 | 2 | -3 | -4 | i | -9 | 0.1
CC(CNC(=O)c1ccc(-c2ccccc2)cc1)CN(C)C (configuration not stated) | -11 | -1 | 1 | -3 | 5 | -1 | i | -7 | -1.0
CC(NC(=O)CC12CC3CC(CC(C3)C1)C2)C(=O)O (configuration not stated) | -6 | -4 | 10 | -3 | -4 | -4 | i | -9 | 2.2
Cn1nc(C(F)(F)F)c2cc(C(=O)Nc3ccc(Cl)cc3)sc21 | 2 | 0 | 0 | -4 | -6 | -2 | i | 30 | -1.7
COc1ccc(NC(=O)CCSCCC(=O)Nc2ccc(OC)cc2OC)c(OC)c1 | 4 | -4 | -6 | -4 | -2 | -3 | i | -11 | 0.4
COc1ccc2c(COC(=O)c3ccc(C)c(S(=O)(=O)N4CCOCC4)c3)cc(=O)oc2c1 | -7 | 1 | 34 | -1 | -2 | -19 | i | 36 | 0.6
Cc1ccc2cc(CN(C(=O)c3ccco3)c3cccc(C)c3C)c(=O)[nH]c2c1 | -2 | 3 | -5 | -1 | -2 | -1 | i | 0 | 1.6
Cc1c(Cl)cnc(NC(=O)COC(=O)[C@@H](NC(=O)c2ccco2)C(C)C)c1Cl | -8 | -1 | 21 | -2 | -14 | -18 | i | 3 | -0.2
O=C(Cn1nnc(-c2ccccc2NC(=O)C2CC2)n1)NC1CCCCC1 | -5 | 0 | -1 | -6 | 1 | 6 | i | -4 | 0.0
O=C(NCc1ccc(F)cc1)C1CCC(CNc2c(N3CCCCC3)c(=O)c2=O)CC1 (configuration not stated) | 12 | -1 | -17 | -2 | 1 | 4 | i | -1 | -1.1
COc1ccc(-n2nc(C(=O)NCC(=O)N3CCN(c4ccccc4OC)CC3)c3ccccc3c2=O)cc1OC | -6 | 0 | 7 | -2 | 2 | 2 | i | 8 | -0.9
Cc1nn(-c2ccccc2)c2nc(-c3ccncc3)cc(C(=O)NCc3ccco3)c12 | -7 | -1 | -3 | -6 | -11 | 6 | i | 7 | 1.4
COc1cc(OC)c2ccc(=O)oc2c1C(CCN1CCCC(C)C1)c1ccc2c(c1)OCO2 (configuration not stated) | 3 | 1 | 13 | -11 | 2 | -3 | i | 26 | 0.1
Cc1ncc(CO)c2c1Oc1nc(-c3ccccc3)nc(SCC(=O)N3CCCCC3)c1C2 | -13 | 1 | -16 | -2 | 0 | -18 | i | 0 | -1.1
COC(=O)C1=CN(c2cc(C)cc(C)c2)C=C(C(=O)OC)C1c1cccc(F)c1 | -15 | 0 | -5 | -2 | -7 | 10 | i | 36 | 0.3
S=c1[nH]nc(CN2CCCCC2)n1-c1ccc(Cl)cc1 | -1 | -3 | 4 | -3 | 0 | -2 | i | -4 | 0.0
Cc1c(Cl)cccc1NC(=O)CCN1CCN(CCO)CC1 | 6 | -1 | -22 | -4 | 0 | 10 | i | -4 | 1.2
CC(CNC(=O)CCS(=O)(=O)c1ccc2c(c1)oc(=O)n2C)c1ccccc1 (configuration not stated) | -9 | -1 | -1 | -3 | -1 | -13 | i | -1 | -1.3
CC(Sc1nnc(-c2cccnc2)n1N)C(=O)Nc1ccc2c(c1)OCCO2 (configuration not stated) | -3 | 1 | 1 | -2 | -1 | -10 | i | -6 | -1.7
O=c1[nH]c(=O)n(C2OC(CO)C(O)C2O)cc1N1CCOCC1 (configuration not stated) | -7 | 1 | -11 | -7 | -3 | 6 | i | -4 | 0.8
N#CC1=C(c2ccccc2)/C(=C/c2ccccc2)OC1=O | 10 | 3 | -2 | -7 | 11 | -54 | i | -11 | -0.4
Cc1cccn2c(=O)c3cc(C#N)c(=O)n(-c4c(C)n(C)n(-c5ccccc5)c4=O)c3nc12 | 1 | -1 | 6 | -2 | -1 | 5 | i | -2 | 0.2
S=c1[nH]nc(COc2ccccc2)n1/N=C/c1cccc(Br)c1 | 0 | -2 | -4 | 1 | 2 | 0 | i | 16 | 0.3
O=c1cc(-c2ccccc2)oc2cc(O)cc(O)c12 | -5 | 3 | 3 | -15 | -1 | -10 | i | -3 | 1.7
C=CCNc1nc(-c2ccc([N+](=O)[O-])cc2)cs1 | 0 | -1 | 51* | -1 | 9 | 1 | i | 29 | 0.6
CC(=O)Oc1ccc(Cn2c(C)c(C(=O)NCCC#N)sc2=O)cc1 | -5 | -4 | -2 | -3 | 4 | 9 | i | -2 | 0.1
CC(Sc1nnc(-c2cccnc2)n1N)C(=O)NCCC1=CCCCC1 (configuration not stated) | -2 | 3 | 9 | -5 | 1 | -2 | i | -5 | 0.1
Cn1c(SCC(=O)c2ccc(F)cc2)nc2cccnc21 | 11 | -1 | -1 | 0 | -2 | 11 | i | 0 | -1.3
COc1ccc(C(=O)CC(=O)C(=O)Nc2cc(C)ccc2C)cc1 | 1 | 1 | -6 | 1 | 1 | 5 | i | -3 | 0.1
CCOC(=O)C1CCN(C(=O)c2ccc3c(c2)C(=O)N(c2ccccc2C)C3=O)CC1 | -2 | 0 | 9 | 0 | -5 | -8 | i | -1 | -0.6
Cc1cccc(C)c1-n1nnnc1C1(C)CCC(=O)N1Cc1cccnc1 (configuration not stated) | 0 | / | 3 | -2 | 6 | 2 | i | -14 | -0.4
CCc1nn(CCCC(=O)N2CCC(C)CC2)c(=O)c2cc3occc3n12 | 8 | -3 | 7 | 1 | -3 | 12 | i | -3 | -0.3
CCc1ccccc1N1CC(C(=O)O)CC1=O (configuration not stated) | -3 | -2 | 0 | 3 | 1 | -2 | i | -4 | 0.1
COCCNC(=O)C1(C)CCN(C(=O)c2cc(C)nn2C(C)(C)C)C1 (configuration not stated) | -6 | 2 | 11 | 0 | 1 | 3 | i | -8 | 0.8
